Source: PubChem BioAssay (National Center for Advancing Translational Sciences (NCATS))
Shiga inhibitor: Shiga toxin inhibition | 290,000 tested, 9.2% active | inhibition, % at 38.7 µM | AID 2315 | Vero cells, Shiga toxin protein synthesis inhibition reporter; in the data active means inhibition mostly above about 28%, no sharp cut-off; inactive means mostly below about 43%; further: 0% is about no effect
CHX counter: counter-screen hit for Shiga toxin inhibitors, cycloheximide. max response, %. 300,000 tested, 12% active. cell reporter, cycloheximide protein synthesis inhibition counterscreen; in the data active means max response mostly above about 13%, no sharp cut-off; inactive means mostly below about 14%; further: read at 38.3 µM for the half of the compounds with a filed dose; 0% is about no effect
FBPA Giardia inh: blocks Giardia fructose-bisphosphate aldolase activity; 290,000 tested, 0.71% active; A8B2U2; purified Giardia FBPA; AID 2451; Potency, µM (series often up to 59.6 µM), inactives show at the highest dose activity, negative = inhibition, actives largely listed as inhibitors; further: potency means the concentration at half of the fitted maximal effect; on the % scale 0 is the no-effect control and ±100 the full control effect; nearly all actives have a fitted effect of over 55% in size
Target sequence (A8B2U2 whole entry, looked up): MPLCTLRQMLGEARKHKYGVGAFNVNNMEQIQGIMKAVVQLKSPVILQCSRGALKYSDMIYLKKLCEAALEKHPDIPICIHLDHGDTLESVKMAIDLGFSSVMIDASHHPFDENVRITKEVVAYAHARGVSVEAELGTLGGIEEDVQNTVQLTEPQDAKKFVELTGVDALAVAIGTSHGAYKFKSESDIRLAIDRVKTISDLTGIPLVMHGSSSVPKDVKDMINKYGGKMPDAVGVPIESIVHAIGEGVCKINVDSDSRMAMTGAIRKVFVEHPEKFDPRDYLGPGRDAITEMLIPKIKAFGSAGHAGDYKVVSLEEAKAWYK
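Giardia FBPA (40 nM reagent) was preincubated 10 min at RT with compound (up to 57.5 uM final), then substrate plus GAPDH/TPI/NAD/arsenate coupling system with diaphorase/resazurin was added; resorufin fluorescence (525/598 nm) was read after 20 min.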
Sm TGR inh: blocks Schistosoma mansoni thioredoxin glutathione reductase; Q962Y6; purified TGR, DTNB reduction, TNB absorbance 405 nm; Potency, µM (titrated, usually from 114 µM), for inactives: at the highest dose activity change, negative = inhibition, actives largely listed as inhibitors; 360,000 tested, 3% active; further: potency means the concentration at half of the fitted maximal effect; on the % scale 0 is the no-effect control and ±100 the full control effect; nearly all actives have a fitted effect of over 60% in size
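Kinetic colorimetric format: TGR-catalysed, NADPH-driven DTNB reduction monitored via TNB absorbance. Enzyme dispensed at 20 nM; compound exposure 15 min at room temperature before reaction start.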
Pf growth 96h: P. falciparum growth inhibition at 96 hours; Potency, µM (highest dose often 28.7 µM), inactives show at the top dose activity change, negative = inhibition, actives largely listed as inhibitors; 320,000 tested, 6.9% active; AID 504834; P. falciparum luciferase reporter growth, 96 h; further: potency means the concentration at half of the fitted maximal effect; on the % scale 0 is the no-effect control and ±100 the full control effect
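Plates of compound plus infected erythrocytes (2% hematocrit, 0.05% parasitemia final) incubate 96 hours, 37 C, 5% CO2. Detection reagent added; reduced luminescence from the parasites' luciferase reporter flags inhibition.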
Pf growth 48h: P. falciparum growth inhibition at 48 hours (one generation) | 310,000 tested, 5.9% active | P. falciparum luciferase growth in erythrocytes, 48 h | AID 504832 | Potency, µM (series often up to 28.7 µM), for the others: top-dose activity change, negative = inhibition, usual class: inhibitors; further: potency means the concentration at half of the fitted maximal effect; on the % scale 0 is the no-effect control and ±100 the full control effect
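Growth was read as firefly luciferase luminescence after a 48 h, 37 C, 5% CO2 exposure of compounds to reporter-bearing P. falciparum cultures (0.1% parasitemia, 2% hematocrit final) in Albumax-supplemented RPMI 1640.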
Active calls of the source: *; ? = inconclusive; nt = no result given; [ ] = remark or other dose. Unless noted, the call rests on the fitted dose curve; in most records, active means well fitted curve in the direction sought with a large enough effect; inconclusive means small, poorly fitted or top-dose-only effect, or another doubt; inactive means no such curve, though single readings can be large; an effect the other way counts as inactive or inconclusive.

Structure | Pf growth 96h | Pf growth 48h | Shiga inhibitor | CHX counter | FBPA Giardia inh | Sm TGR inh
COc1cc(CC2COC(c3ccc(O)c(OC)c3)C2COC(C)=O)ccc1O (configuration not stated) | 10µM* | -12% | -10 | -2 | -6% | 40µM*
COc1ccc(NC(=O)/C(C#N)=C\c2cc(C)n(-c3ccc(Oc4ccc([N+](=O)[O-])cn4)cc3)c2C)cc1 | -22% | nt | 20 | 1 | 4% | -19%
COc1ccc(/C=C/c2nc(-c3ccccc3O)n[nH]2)cc1OC | ? | 48%[activator] | 23* | 20* | -15% | -11%
COC(=O)c1ccc(CSc2nc(N)cc(N)n2)cc1 | -5% | 91%[activator] | 53* | 36* | -2% | 3%
CCc1ccc(C(=O)NCc2cccs2)s1 | nt | 73%[activator] | 89* | 37* | -5% | 0%
CCCNCCC(c1ccco1)c1ccccc1OC (configuration not stated) | 23% | -35% | 17 | 7 | -14% | -8%
Cc1cc(C)cc(NC(=O)C(=O)NCCCN2CCCC2=O)c1 | 168%[activator] | 115%[activator] | nt | nt | nt | 3%
Cc1ccc(NC(=O)C2CC(=O)N(C(C)C)C2)cc1Cl (configuration not stated) | 31%[activator] | 17% | -2 | 1 | -5% | -2%
COc1ccccc1-c1nc(C#N)c(N2CCC(Cc3ccccc3)CC2)o1 | 10% | ? | 8 | 5 | -6% | -5%
CCN(CC)c1ccc(NC(=O)c2ccccc2)cc1S(=O)(=O)Nc1ccccc1OC | ? | 1.5µM* | 15 | 8 | -4% | 1%
Nc1nc(NC(=O)CCCC(=O)O)nn1-c1ccccc1 | 20%[5.75 µM] | -7% | -6 | 2 | -5% | 4%
CN1CCN(Cc2cc(C(C)(C)C)c(O)c(C(C)(C)C)c2)CC1 | 95%[activator] | nt | -10 | -5 | ? | 3.5µM*
CN(CC(=O)Nc1cccnc1Cl)S(=O)(=O)c1ccc(Cl)cc1 | -6% | 6% | -4 | -1 | nt | -7%
Cc1ccccc1OCC(=O)NNC(=O)c1cc(S(=O)(=O)N(C)C)ccc1N1CCCC1 | 5% | -1% | -3 | -3 | nt | -8%
COc1cccc(C(C)NC(=O)c2ccncc2)c1 (configuration not stated) | 0% | -1% | -13 | -1 | 10% | -8%
CC1CC(=O)N(CC(=O)Nc2ccc(Br)cc2)c2ccccc2S1(=O)=O (configuration not stated) | 6% | -28% | -4 | -2 | 4% | -30%
CCOc1ccc(NC(=O)Cn2c(=O)oc3ccccc32)cc1 | nt | 12% | 24 | 8 | 1% | 5%
COc1cc(OC)cc(/C(N)=N/O)c1 | 110%[activator] | -8% | 13 | -3 | -2% | -21%
CCOC(=O)Cc1cc(OC)c(OC)cc1Cc1cc(OC)c(OC)cc1CC(=O)OCC | 18% | 12% | -9 | -5 | 14% | 3%
O=C(COc1ccc(Cl)cc1)N1CCN(c2ncccn2)CC1 | -28% | 0% | 29 | 16 | 10% | -3%

Of the compounds above, these have a halogen.
Structure | Pf growth 96h | Pf growth 48h | Shiga inhibitor | CHX counter | FBPA Giardia inh | Sm TGR inh
Cc1ccc(NC(=O)C2CC(=O)N(C(C)C)C2)cc1Cl (configuration not stated) | 31%[activator] | 17% | -2 | 1 | -5% | -2%
CN(CC(=O)Nc1cccnc1Cl)S(=O)(=O)c1ccc(Cl)cc1 | -6% | 6% | -4 | -1 | nt | -7%
CC1CC(=O)N(CC(=O)Nc2ccc(Br)cc2)c2ccccc2S1(=O)=O (configuration not stated) | 6% | -28% | -4 | -2 | 4% | -30%
O=C(COc1ccc(Cl)cc1)N1CCN(c2ncccn2)CC1 | -28% | 0% | 29 | 16 | 10% | -3%

(listing goes on)
Structure | Pf growth 96h | Pf growth 48h | Shiga inhibitor | CHX counter | FBPA Giardia inh | Sm TGR inh
CCOCCCN(C(=O)c1snc(C(N)=O)c1N)C(C(=O)NC1CCCC1)c1ccc(O)cc1 (configuration not stated) | ? | -3% | -4 | -6 | -9% | -28%
CC(Sc1nncs1)C(=O)Nc1ccc2c(c1)OCCO2 (configuration not stated) | 43%[activator] | 53%[activator] | nt | nt | nt | 4%
O=C1CCN(S(=O)(=O)c2ccccc2)CCN1CCOCc1ccc(F)cc1 | 34%[activator] | 26% | -4 | -4 | 9% | 7%
CN(C)CCNC(=O)c1ccc2c(c1)NC(=O)c1ccccc1S2 | ? | 12µM* | -14 | 3 | 3% | 4%
COc1ccc(C2NCCc3sccc32)cc1 (configuration not stated) | -2% | 18% | -6 | -4 | 4% | nt
Cc1ccc(Cn2nc(C)c(NC(=O)c3cc(-c4ccc5c(c4)OCO5)on3)c2C)cc1 | -2% | ? | -18 | 0 | 8% | 3%
CCc1cc(C(=O)NCC(c2ccco2)N2CCCCC2)sc1C (configuration not stated) | 5.9µM* | 9.3µM* | nt | nt | nt | -22%
COc1ccccc1N1CCN(C2CCCN(C(=O)CN3CCCCC3=O)C2)CC1 (configuration not stated) | 105%[activator] | -26% | 3 | -2 | -3% | 0%
Cc1cc(C)cc(N(CCC#N)C(=O)COC(=O)c2ccc(OCc3c(C)noc3C)cc2)c1 | 10µM* | ? | nt | nt | nt | 3%
O=c1[nH]c(O)c(C=Nc2cccc(F)c2)c(=O)[nH]1 | 150%[activator] | 27% | -6 | -8 | 8% | -28%
CCCCN1C(=O)C(O)=C(C(C)=O)C1c1ccccc1[N+](=O)[O-] (configuration not stated) | -1% | 24% | -10 | 4 | ? | nt
CCOc1ccc(-c2noc(CCC(=O)NC3CCCC3)n2)cc1OC | ? | 2% | -8 | -5 | -6% | -1%
COc1ccccc1N1C(=O)C2C3CC(c4ccccc4)C(C3)C2C1=O (configuration not stated) | -18% | 1% | -6 | -2 | 1% | -5%
CC(C)c1nc(SCC(=O)N2c3ccccc3CC2C)c2ccccc2n1 (configuration not stated) | ? | ? | -9 | -3 | 0% | 5%
COc1cccc(Cn2nnc(C(=O)Nc3cc(Cl)ccc3OC)c2N)c1 | ? | nt | -20 | -3 | -6% | -7%
CN(C1CCCCC1)S(=O)(=O)c1ccc(S(=O)(=O)N2CCCC2)cc1 | 1.7µM* | ? | 19 | -4 | 1% | 0%
COc1ccc(CC(=O)N/N=C/C=C/c2ccc3c(c2)OCO3)cc1OC | -13% | -9% | 2 | 2 | -1% | 1%
COc1cc(C(c2sc3nc(C)nn3c2O)N2CCC3(CC2)OCCO3)cc(OC)c1OC (configuration not stated) | 11% | nt | 17 | -1 | 0% | 8%
CCOC(=O)c1ccc(Nc2ncnc3ccccc23)cc1 | 288%[activator] | 2% | 48 | 46* | -15% | 6%
CCOC(=O)Cn1nc(C)n(-c2ccc(C(C)(C)C)cc2)c1=O | 34%[activator] | -3% | -18 | -3 | 3% | 5%

Structure | Pf growth 96h | Pf growth 48h | Shiga inhibitor | CHX counter | FBPA Giardia inh | Sm TGR inh
COc1ccccc1CNC(=O)c1ccccc1N(C)S(C)(=O)=O | nt | 0% | -20 | -2 | 2% | 2%
CCOC(=O)c1cccc(C2=CC(=O)C[C@H](c3ccc(OC)c(OC)c3)C2)c1 | ? | 10µM* | nt | nt | nt | -11%
CC(C)C(=O)C1=Cc2cccc([N+](=O)[O-])c2OC1N1CCOCC1 (configuration not stated) | 4% | 17% | nt | nt | nt | 2%
Cc1cc(C(C)(C)C)cc(C)c1COC(=O)C1CCC(=O)N1 (configuration not stated) | 14% | -7% | 3 | 0 | -1% | -5%
CCC(=O)OCC(=O)Nc1ccc(OC)cc1[N+](=O)[O-] | 60%[activator] | 3% | -12 | -4 | 2% | -1%
Cc1ccc(C(=O)N/C(=C\c2ccc(-c3ccc(Br)cc3)o2)C(=O)NCCCN(C)C)cc1 | ? | ? | -28 | -5 | -4% | -30%
O=C(NC(=S)Nc1ccc(S(=O)(=O)N2CCCC2)cc1)c1cccs1 | ? | -17% | 0 | 13 | ? | 18µM*
O=C(CCN1C(=O)/C(=C/c2ccc3c(c2)OCO3)SC1=S)NNC(=O)c1cccnc1 | 7% | -17% | 11 | 9 | 5% | -2%
CCC(C)(C)NC(=O)c1cc([N+](=O)[O-])ccc1N1CCCCC1 | ? | ? | -1 | -1 | -3% | -15%
C=C(C)C1CC=C(C)/C(=N/NC(=O)COc2cccc3ccccc23)C1 (configuration not stated) | 17% | ? | 13 | -1 | 3% | -27%
CS(=O)(=O)c1ccc(Cl)c(NC(=O)COC(=O)Cc2c[nH]c3ccccc23)c1 | 9% | 6% | nt | nt | nt | -1%
COc1cccc(-c2noc(C3CCCN(C(=O)c4cccc(F)c4)C3)n2)c1 (configuration not stated) | ? | ? | 45* | 35* | 3% | -4%
O=C(NC(=S)NCCN1CCOCC1)c1ccc(Cl)cc1Cl | ? | -1% | 2 | 3 | 2% | 2%
CC1CCCCN1C(=O)CSc1nnc(-c2ccc(Cl)s2)o1 (configuration not stated) | 36%[activator] | 106%[activator] | 88* | 28* | -2% | 2%
Cc1nc2cc(C(=O)NCCN3CCOCC3)ccc2n1-c1ccc(F)cc1F | 89%[activator] | 19% | -6 | -1 | 2% | -28%
Cc1csc(SCc2c(C(=O)O)oc3ccccc23)n1 | ? | 13% | 2 | -3 | 22% | -1%
CC[C@@H]1C(c2cccc(Cl)c2)=NN(c2ccc(Br)cc2)[C@H]1C(=O)N1CCOC1=O | nt | nt | 27 | 32 | -15% | nt
CC(C)C[C@H](NC(=O)N1CCn2c1nc1ccccc12)C(=O)NC1CC1 | 13% | 5% | 23 | -13 | 6% | -14%
CC(C)C[C@H](NC(=O)C1CC(=O)N(c2ccc3c(c2)OCCO3)C1)C(=O)N1CCCCC1 (some centres not stated) | -17% | ? | -5 | 1 | -3% | -21%
CN(C)/C=C(\C#N)S(=O)(=O)c1ccccc1 | -15% | 2% | -13 | -5 | 5% | -8%

Structure | Pf growth 96h | Pf growth 48h | Shiga inhibitor | CHX counter | FBPA Giardia inh | Sm TGR inh
c1ccc(CCn2nnnc2CN2CCN(C3CCCC3)CC2)cc1 | -26% | 17% | 15 | 2 | 21% | -13%
O=C(NCCc1cccs1)C12CN(Cc3ccccc3)CC1C(c1cccc([N+](=O)[O-])c1)=NO2 (configuration not stated) | ? | 8.3µM* | 17 | 6 | -16% | -5%
COC(=O)C1=C(c2ccc(C(C)=O)cc2)C[C@@H]2CC[C@H]1N2C(=O)NCCO | 41%[activator] | 21% | nt | nt | nt | 0%
O=C1NC(=O)[C@@H]2C3c4ccccc4C=CN3[C@H](C(=O)c3cccs3)[C@H]12 (some centres not stated) | ? | 28% | 69 | 31* | ? | -33%
COc1ccc(CC2C(=O)NC(=O)N(c3ccccc3)C2=O)c(OC)c1 (configuration not stated) | 12% | 25% | 16 | 8 | -27% | 0%
CCN(CC)S(=O)(=O)c1ccc2c(c1)c(=O)c(C(=O)NCCCN(C)c1ccccc1)cn2C | nt | ? | -7 | -2 | -3% | -9%
CCOCC(=O)Nc1sc2c(c1C(=O)OCC)CCCC2 | 50%[activator] | -26% | 7 | -2 | -2% | -4%
COCCN1CCn2c(nc3cc(NC(=O)c4ccc(OC)cc4)ccc32)C1 | nt | ? | 14 | 7 | -14% | 16µM*
COc1cc(-c2cc(C(=O)Nc3cccc(C(C)=O)c3)c3ccccc3n2)cc(OC)c1OC | -21% | ? | 6 | 18* | nt | -2%
CSc1ccc(/C=C/C(=O)OCC(=O)N(C)CCC#N)cc1 | 11% | 40% | 31* | 20* | 3% | 6%
Cc1cc(C(=O)Nc2c(C)n(C)n(-c3ccccc3)c2=O)cs1 | 0% | -2% | -7 | -2 | 5% | -18%
CCN(CC)S(=O)(=O)c1cccc(C(=O)N/N=C/c2ccccn2)c1 | -4% | ? | 8 | 33* | 18µM* | -10%
